SENP8 inh: human SENP8 protease inhibitors, primary screen, biochemical, fluorescence, Nedd8 protein substrate, uHTS | Sentrin-specific protease 8 (Homo sapiens), Q96LD8 | 360,000 tested, 0.64% active | recombinant SENP8 | inhibition, % at 20 µM; in the data active = inhibition mostly above about 40%, no sharp cut-off; inactive = mostly below about 27%
Target sequence (Q96LD8 whole entry, looked up): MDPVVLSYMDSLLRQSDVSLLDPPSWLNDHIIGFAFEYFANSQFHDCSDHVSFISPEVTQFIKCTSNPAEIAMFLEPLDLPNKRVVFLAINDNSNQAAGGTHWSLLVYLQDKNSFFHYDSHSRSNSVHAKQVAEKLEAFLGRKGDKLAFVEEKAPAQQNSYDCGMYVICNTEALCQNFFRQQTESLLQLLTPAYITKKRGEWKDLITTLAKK
SENP1 inh: human SENP1 catalytic domain inhibitors, primary screen, biochemical, FRET, uHTS; Sentrin-specific protease 1 (Homo sapiens), Q9P0U3; recombinant SENP1 catalytic domain, CyPet-SUMO1-YPet FRET cleavage; inhibition, % at 10 µM; 360,000 tested, 0.21% active; AID 624204, 2012;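 active = inhibition at least 30% at 10 µM, raw YFP signal under a set limit, fluorescence ratio 0.5 to 1.5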;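 note: 0% = enzyme with DMSO and 100% = no enzyme wells; some results filed as inactive read as strong as hits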
Target sequence (Q9P0U3 419-644 limits assumed): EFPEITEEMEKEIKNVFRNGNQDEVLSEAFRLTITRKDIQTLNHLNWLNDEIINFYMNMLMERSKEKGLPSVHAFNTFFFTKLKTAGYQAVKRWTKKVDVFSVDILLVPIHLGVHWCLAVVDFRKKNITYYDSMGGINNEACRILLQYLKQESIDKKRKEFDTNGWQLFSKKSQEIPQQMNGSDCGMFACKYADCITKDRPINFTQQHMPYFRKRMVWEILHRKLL
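material = recombinant human SENP1 catalytic domain, His6-tagged | quantity = 20 pM enzyme | reagent = 25 nM SUMO1 FRET substrate | compound dosing = 10 µM single point, 0.5% DMSO | timing = 50 min enzyme reaction, room temperature, light-protected | detection = FRET, CFP and YFP emission | control set = no-enzyme low, enzyme-DMSO high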
Starred values were filed as active, the others as inactive; i = inactive; & = joins results of further samples. An excerpt, so the mix of outcomes need not match the whole.

SMILES | SENP8 inh | SENP1 inh
COc1ccc(Cn2cc(CN3CC(N4CCSCC4)CS3(=O)=O)nn2)cc1 (stereo unspecified) | 22 | 1
COc1ccc(C(=O)c2[nH]c(N)c(C(=O)NCCc3c[nH]c4ccccc34)c2-c2c(F)cccc2Cl)cc1 | -25 | -19
CC1(Oc2cccc(F)c2)CCN(Cc2ccc(-c3ccccc3)o2)C1 (stereo unspecified) | -22 | -16
O=C(Nc1ccc2c(c1)OCO2)c1cc(C2CCCCN2S(=O)(=O)c2ccccc2)on1 (stereo unspecified) | 10 | 0
CCOc1ccc(-c2cc(C(=O)NCc3ccc(C(F)(F)F)cc3)[nH]n2)c(C)c1 | 13 | 1
Cc1cccc(C)c1NC(=O)C(c1cc2ccccc2o1)N1CCC(c2ccccc2)CC1 (stereo unspecified) | 13 | 2
CC1(C(=O)O)CCCN(C(=O)c2ccc3c(c2)C(C)(C)CCC3(C)C)C1 (stereo unspecified) | 14 | 0
CC(=O)Nc1cncc(-c2cccc(S(C)(=O)=O)c2)n1 | -32 | 1
CCCCn1nnnc1C(c1cc2ccccc2o1)N(Cc1ccccc1)Cc1ccccc1 (stereo unspecified) | 7 | 1
CCOC(=O)C(=O)N(C)c1c(CC)nc2c(OCc3ccccc3)cccn12 | -83 | 0
Cc1ccc(-c2nc3ccc(Cl)cn3c2Cc2cccc(F)c2)cc1 | -183 | -1
CN(C)CCN1CCN(C(c2cc3ccccc3o2)c2nnnn2C(C)(C)C)CC1 (stereo unspecified) | 6 | -2
CCCCCCCCN1C(=O)[C@H](CC(=O)NCC2CCCCC2)C[C@@]2(C(=O)OCC)CCCC=C12 | 12 | 0
C(=C\c1ccc2nncn2c1)/c1ccccc1 | -412 | -46
CCNC(=O)C[C@@H]1CC[C@@H]2NC[C@@H](O)COC[C@H]2O1 | 21 | 2
CC(C)c1ccc(CC(=O)N2CCC2(C)C(=O)NS(=O)(=O)c2cccc(OC(F)F)c2)cc1 (stereo unspecified) | 13 | 3
Cc1ccccc1CN1C(=O)CSCC1(C)C(=O)NC(C)C (stereo unspecified) | 19 | -2
CC(=O)Nc1cccc(-c2ccnc3c2CC(C)(C(=O)Nc2ccc(C(C)C)cc2)O3)c1 (stereo unspecified) | 14 | 0
Cc1cn(CC(=O)NCc2nc3ccccc3[nH]2)c(=O)[nH]c1=O | 0 | -1
Nc1ncnc2c1ncn2[C@@H]1O[C@H](C(=O)N[C@H](CO)Cc2ccc(O)cc2)[C@@H](O)[C@H]1O | 22 | -3
CC1(C(=O)NS(=O)(=O)C2CC2)CCCN(C(=O)c2cccnc2Oc2ccccc2)C1 (stereo unspecified) | 21 | 1
c1ccc(SC23CCCCN(CCC2)[C@]32CO2)cc1 (stereo partly specified) | 12 | -7
O=C(Nc1cccc(C(F)(F)F)c1)C1Cc2c(-c3cccc(F)c3)ccnc2O1 (stereo unspecified) | 7 | 1
C[C@@H]1CN([C@H](C)CO)C(=O)CCCn2cc(nn2)CO[C@H]1CN(C)C(=O)c1ccc2ccn(C)c2c1 | -3 | -1
CCCS(=O)(=O)NC(=O)C1(C)CCCN(C(=O)/C=C/c2ccccc2)C1 (stereo unspecified) | 16 | 2
CCCCCc1c(-c2ccc(OC)cc2)ncn1CCc1ccccc1OC | 5 | -4
OCCN1CCN(c2ncnc3c2ncn3[C@H]2CN(Cc3cccnc3)C[C@@H](CO)O2)CC1 | 13 | 2
Cc1ccc(F)c(S(=O)(=O)NC(=O)C2(C)CCN2C(=O)C2(c3ccc(Cl)cc3)CCC2)c1 (stereo unspecified) | 11 | 4
OCc1ccc(-c2cncc3nccn23)cc1 | i | -2
CCOC(=O)C1=CCN(S(=O)(=O)c2ccccc2C)C1c1cccc(F)c1 (stereo unspecified) | 5 | 1
CCOc1ccc(CCN2C(=S)N([C@@H](CC(C)C)CN3CCC[C@@H]3CN3C(=S)NC[C@@H]3Cc3ccc(O)cc3)C[C@@H]2CC(C)C)cc1 | 15 | 2
OC(c1ccccc1)c1nc(-c2ccccc2)cs1 (stereo unspecified) | -1 | 2
COc1ccc(Cn2cc(CN3CCc4onc(-c5ccccc5OC)c4C3=O)nn2)cc1 | 8 | 0
Cc1cccc(S(=O)(=O)N2C[C@@H](O)COC[C@@H]3O[C@H](CC(=O)NCCCN4CCOCC4)CC[C@H]32)c1 | 20 | 2
O=C(NCC[C@H]1CC[C@H](NS(=O)(=O)c2ccc(F)cc2)[C@@H](CO)O1)c1ccc2c(c1)OCO2 | 17 | 1
CCc1nc2ccc(C(=O)N3CCN(S(=O)(=O)CC)CC3)cn2c1N(C)Cc1cccs1 | -1 | 0
COC(=O)[C@@]1(Sc2ccc(C)cc2)CC(=O)N(C(=O)/C=C/c2ccccc2)[C@@H]1c1ccccc1 | 6 | 3
O=C(Nc1ccc2c(c1)OCO2)c1ccc2nc([C@@H]3O[C@H](CO)[C@H](O)[C@H](O)[C@H]3O)[nH]c2c1 | 14 | 2
CCc1nc2c(OCc3ccc(OC)cc3)cccn2c1N(C)C(=O)C(C)C | 2 | -2
CC1CCN(C(=O)c2[nH]c(C(F)(F)F)nc2-c2ccccc2)CC1 | 10 | -1

Reformatted as labelled records: 4 of the compounds above
compound: CCNC(=O)C[C@@H]1CC[C@@H]2NC[C@@H](O)COC[C@H]2O1
  SENP8 inh: 21; SENP1 inh: 2

compound: CC(C)c1ccc(CC(=O)N2CCC2(C)C(=O)NS(=O)(=O)c2cccc(OC(F)F)c2)cc1 (stereo unspecified)
  SENP8 inh: 13; SENP1 inh: 3

compound: Cc1ccccc1CN1C(=O)CSCC1(C)C(=O)NC(C)C (stereo unspecified)
  SENP8 inh: 19; SENP1 inh: -2

compound: CC(=O)Nc1cccc(-c2ccnc3c2CC(C)(C(=O)Nc2ccc(C(C)C)cc2)O3)c1 (stereo unspecified)
  SENP8 inh: 14; SENP1 inh: 0

Later entries.
SMILES | SENP8 inh | SENP1 inh
CCNC(=O)C1(C)CCCN(C(=O)c2cc3ccccc3s2)C1 (stereo unspecified) | 6 | 1
CCCCc1c(-c2ccc(F)cc2F)ncn1CCc1ccccc1OC | 1 | -2
NC(CCc1ccccc1)c1csc(Nc2ccc(C(=O)NCCCO)cn2)n1 (stereo unspecified) | -372 | -5
COc1ccc(C=C(C(=O)c2ccccc2)c2ccccc2)cc1 | 6 | -1
CCCc1nc2c(C)cc(Br)cn2c1Cc1ccc(OC)cc1C | -8 | 47
Cc1cccc(CN2CCN(C3CN(Cc4ccc(F)cc4)S(=O)(=O)C3)CC2)c1 (stereo unspecified) | 17 | -3
CCCc1c(-c2cccc(Cl)c2)ncn1CCc1ccccc1OC | 18 | 1
Cc1cc2c(cc1C)-n1nnnc1C(N1CCN(CC(=O)N3CCCC3)CC1)C(=O)N2 (stereo unspecified) | 12 | 3
CCOC(=O)C1=CCN(S(=O)(=O)c2ccccc2Cl)C1c1cccc(C)c1 (stereo unspecified) | 8 | 0
CSCCNC(=O)C1(C)CCN1C(=O)c1sccc1C (stereo unspecified) | 28 | 1
O=C(NC(c1ccccc1)c1cnccn1)C1CCN(Cc2ccc(Cl)c(Cl)c2)CC1 (stereo unspecified) | 1 | 0
CC[C@@H]1Cc2[nH][nH]c(=O)c2[C@H](CC(C)C)O1 | 13 | 2
CCc1nc2c(OCC=C(C)C)cccn2c1N(C)C(=O)c1ccccc1F | 41* | -4
CC(C)CNC(=O)C1(C)CCCCCN1C(=O)c1cc2ccccc2s1 (stereo unspecified) | 10 | -1
COc1ccc(C2CC=C(C(C)=O)CN2S(=O)(=O)c2ccc(Cl)cc2)cc1 (stereo unspecified) | -14&-7 | 0&-1
Cc1c(C(=O)NCc2ccc(Cl)c(Cl)c2)sc(=O)n1Cc1ccccc1F | 10 | -4
Cc1cccc(C)c1Nc1cn[nH]c1 | 23 | 2
CN1CCN(c2ncnc3c2ncn3[C@H]2CN(C)C[C@@H](CO)O2)CC1 | 18 | 1
CN(C)Cc1ncccc1Oc1nc2cc(-c3cccc(Cl)c3)sc2c(=O)n1C | -33 | -3
O=C(Nc1nnc([C@H]2C[C@H](O)[C@@H](CO)O2)s1)C(c1ccccc1)c1ccccc1 | -11 | 1
CC(Cl)=CCn1c(NCCc2ccccc2)nc2c1c(=O)n(C)c(=O)n2C | 22 | -1
COc1ccc(-c2cc(NC(C)=O)c3ncc(-c4ccccc4)n3c2)c(OC)c1 | -375 | -52
CN1CCCC(C)(C(=O)Nc2ccc3scnc3c2)C1 (stereo unspecified) | 13 | 0
CCOC(=O)[C@]12CCCC=C1N(Cc1ccc3c(c1)OCO3)C(=O)[C@H](CC(=O)NCc1cccc3ccccc13)C2 | 18 | 3
CN1OC[C@@H]2CN(S(=O)(=O)c3ccccc3)[C@H](c3ccc(-n4ccnc4)cc3)C[C@@H]21 | 8 | -2
CCCCN1CC(N2CCN(Cc3ccccc3)CC2)CS1(=O)=O (stereo unspecified) | 12 | -2
CCc1nc2ccc(C(=O)NCCCN3CCCC3=O)cn2c1N(C)C(=O)C1CCCCC1 | -20 | 2
CC(C)=C[C@H]1C[C@H](C)[C@H]2CC[C@H](C)c3c(O)c(O[C@H]4OC[C@H](O)[C@@H](O)[C@@H]4O)c(C)c1c32 | 4 | -5
CCC(c1nc2ccccc2[nH]1)N(Cc1cccnc1)C(=O)c1cc(-c2ccccc2)on1 (stereo unspecified) | 3 | -6
COc1cc(CNc2ncnc3c2ncn3[C@H]2CN(Cc3ccccc3)C[C@@H](COC(C)=O)O2)cc(OC)c1OC | -6 | -4
CC(C)Nc1ncnc2c1ncn2[C@H]1CN(Cc2ccc(F)cc2)C[C@@H](CO)O1 | 16 | 3
CCOC(=O)C1(C)CCN1C(=O)c1ccc(C(F)(F)F)cc1 (stereo unspecified) | 14 | -1
CC(=O)Nc1cnc(/C=C\CCCO)cn1 | -498 | -5
CCCc1nc2ccc(C)cn2c1Cc1ccccc1C(F)(F)F | -207 | -20
CC1(C(=O)NS(=O)(=O)c2cccc(F)c2)CCN1C(=O)C1(c2ccc(Cl)cc2)CCC1 (stereo unspecified) | -6 | 1
N#Cc1cccc(NC(=O)c2cc(C3CCCCN3C(=O)c3ccc4c(c3)CCO4)on2)c1 (stereo unspecified) | 13 | 0
OC(c1ccc(F)cc1)c1nc(-c2cccc(C(F)(F)F)c2)cs1 (stereo unspecified) | 6 | 3
CC1(C(=O)NS(=O)(=O)c2cccc(Cl)c2)CCN1C(=O)C1CCCCC1 (stereo unspecified) | 2 | 3
Cc1ccccc1S(=O)(=O)N1C(c2ccc(Cl)cc2)CC=C(C(=O)O)C1c1cccc(Cl)c1 (stereo unspecified) | 11 | 1
CCCCCCN1CCN(C2CN(Cc3cn(Cc4cc(C)cc(C)c4)nn3)S(=O)(=O)C2)CC1 (stereo unspecified) | 10 | -3
COCCNC(=O)C1CCCN(C(=O)COc2ccc(Cl)cc2Cl)CC1 (stereo unspecified) | 17 | 1
COC(=O)C(C(=O)OC)c1ccccc1NS(=O)(=O)c1ccc(C)cc1 | 8 | 4
CCS(=O)(=O)NC(=O)C1(C)CCN1C(=O)Cc1ccc(Cl)cc1Cl (stereo unspecified) | 3 | 3
O=c1oc2cc(O)ccc2cc1-c1nc2ccccc2o1 | -404 | -22
CCOC(=O)C1=C(C)N=c2sc(=Cc3ccc(OCC(=O)O)cc3)c(=O)n2C1c1ccc(Cl)cc1 (stereo unspecified) | -35 | -30
COc1ccc(C(O)c2nc(-c3cccc4cccnc34)cs2)cc1 (stereo unspecified) | -146 | 1
N#Cc1cc2cc(Cl)ccc2[nH]c1=O | -290 | -17
Cc1ccc(S(=O)(=O)C[C@@H]2OC[C@H](C(C)C)N2S(=O)(=O)c2ccc(C)cc2)cc1 | 14 | 3
Cc1ccccc1NC(=O)Nc1nc(C(N)Cc2ccccc2)cs1 (stereo unspecified) | 18 | 2
Cc1ccc(F)c(S(=O)(=O)NC(=O)C2(C)CCN2C(=O)c2ccco2)c1 (stereo unspecified) | 22 | 1

Carrying on.
SMILES | SENP8 inh | SENP1 inh
Cc1cc2nc(-c3ccccc3)c(CC3CCCCC3)n2c(C)c1Br | 12 | 3
CC(=O)Nc1cc(-c2cccc(NS(C)(=O)=O)c2)cn2c(-c3ccccc3)cnc12 | -284 | -3
Cc1noc(C)c1-c1ccc(C(=O)NCc2cccc(Cl)c2)c2occc12 | -2 | -2
CCNC(=O)C1CCCN(C(=O)c2cc(OC)c(OC)c(OC)c2)CC1 (stereo unspecified) | 10 | 0
COc1ccc(C(O)c2nc(-c3cncnc3)cs2)cc1 (stereo unspecified) | 10 | 1
COc1cccc(C(=O)N2CCC[C@@H]2C(=O)N2CCC[C@H]2C(=O)NCc2ccncc2)c1 | 6 | 3
Nc1[nH]c(C(=O)c2ccccc2)c(-c2ccc([N+](=O)[O-])cc2)c1C(=O)NCCc1c[nH]c2ccccc12 | 19 | 1
CN(Cc1cnn(-c2ccc(F)cc2)c1)C(=O)[C@H]1O[C@@H](n2cnc3c(N)ncnc32)[C@H](O)[C@@H]1O | 19 | 0
N#Cc1ccc(-c2nc3c(Cl)cc(C(F)(F)F)cn3c2Cc2ccccc2C(F)(F)F)cc1 | -333 | -1
COc1ccc(C(C)(O)c2nc(-c3ccc(F)c(Cl)c3)cs2)cc1 (stereo unspecified) | 16 | -2
Cc1cnc(C)c(Nc2nc(C(N)Cc3ccc(C(F)(F)F)cc3)cs2)n1 (stereo unspecified) | -170 | -9
CCCNC(=O)C1(C)CCN(Cc2cc(C(F)(F)F)ccc2Cl)C1 (stereo unspecified) | 2 | -1
COc1ccc(CN2C(=O)CCC2(C)c2nnnn2-c2c(C)cccc2C)cc1OC (stereo unspecified) | 13 | 4
